Screening results from PubChem BioAssay.
Growth percent in the NCI-60 one-dose screen (48 h, 10 µM unless noted): 100 = growth as untreated, 0 = no growth, -100 = all killed.
NCI-H226 = NCI-H226 lung cancer | actives 3.5% (n = 79,000) | AID 1794732
OVCAR-3 = OVCAR-3 ovarian cancer; actives 7% (n = 79,000)
SK-OV-3 = SK-OV-3 ovarian cancer cells | actives 3.2% (n = 80,000) | AID 1794785
OVCAR-4 = OVCAR-4 ovarian cancer cells | actives 3.7% (n = 80,000) | AID 1794784
NCI/ADR-RES = NCI/ADR-RES ovarian cells; actives 4.4% (n = 81,000); AID 1794790
OVCAR-5 = OVCAR-5 ovarian cancer. AID 1794783. actives 2.9% (n = 82,000)
IGROV1 = IGROV1 ovarian cancer; AID 1794786; actives 4.7% (n = 79,000)
NCI-H23 = NCI-H23 lung cancer; actives 4% (n = 80,000); AID 1794731
SN12C = SN12C renal cancer cells; actives 3.8% (n = 81,000); AID 1794767
Active calls of the source: *; / = not tested or not shown; [ ] = remark or other dose. The calls were made as follows: active = growth percent below 10; inactive = the rest.

SMILES | NCI-H226 | OVCAR-3 | SK-OV-3 | OVCAR-4 | NCI/ADR-RES | OVCAR-5 | IGROV1 | NCI-H23 | SN12C
O=C(Nc1ncc(Cc2cccc(C(F)(F)F)c2)s1)C1=NCCCN1 | 84 | 100 | 101 | 94 | 90 | 94 | 97 | 94 | 94
O=C1c2ccccc2C2/C(=C(Br)\C=C\Cc3ccc4c(c3)OCO4)CCCN12 (stereo not given) | 94 | 112 | 116 | 86 | 92 | 102 | 92 | 94 | 94
CCN(CC)CCOc1ccccc1C | 116 | 117 | 103 | 111 | 124 | 97 | 109 | 111 | 99
CC[C@@H](C)/C=C(C)/C=C/C(=O)c1c(O)c(-c2ccc(OC(=O)[C@@]34CC[C@@](C)(C(=O)O3)C4(C)C)cc2)c[nH]c1=O | 112 | 67 | 116 | / | 83 | 130 | 64 | 85 | 93
C=C1c2c(C)nn(-c3ccc(C#CCOC4OC(CO)C(O)C(O)C4O)cc3)c2N(C)C23C[C@H]1C1(C)c4c(C)nn(-c5ccc(C#CCOC6OC(CO)C(O)C(O)C6O)cc5)c4N(C)C(C)(C[C@H]12)C3 (stereo not given in full) | 23 | 3.7* | 15 | 15 | 77 | 51 | 25 | 12 | 8.3*
Nc1nc(Nc2ccccc2)n(Cc2c(F)cccc2F)n1 | 72 | 117 | 117 | 113 | 96 | 94 | 92 | 96 | 104
COc1cccc(-c2cn3nc(-c4cn(C)c5ccccc45)sc3n2)c1 | 90 | 99 | 94 | 94 | 94 | 91 | 93 | 90 | 92
CCOC(=O)c1cnn2c(-c3ccc(Cl)cc3)nc(SCC)nc12 | 90 | 89 | 73 | 83 | 86 | 81 | 69 | 87 | 71
Cc1ccc(CSc2nc(-c3ccc(F)cc3)c(C#N)c(=O)[nH]2)cc1 | 99 | 102 | 105 | 96 | 96 | 99 | 113 | 103 | 102
CN(C)[C@@H]1C(=O)C(C(N)=O)=C(O)[C@@]2(O)C(=O)C3=C(O)c4c(O)cc(CN5CCc6ccccc6C5)c(Cl)c4C[C@H]3C[C@@H]12 | -71* | -83* | -93* | -44* | -84* | -87* | -73* | -74* | -73*
CC(C)NCCCNC(=O)C1COc2ccccc2O1 (stereo not given) | 93 | 112 | 89 | 105 | 105 | 102 | 106 | 99 | 96
CCOC(CN/C(=C/c1ccc2ccccc2[n+]1C)SC)OCC | 82 | 91 | 74 | 69 | 95 | 80 | 71 | 62 | 87
Cc1csc2ccc(Cl)cc12 | 104 | 111 | 96 | 98 | 103 | 102 | 104 | 98 | 93
CN1CCN(Cc2ccc(C(=O)Nc3cccc(Nc4ccc5c(O)cccc5n4)c3)cc2C(F)(F)F)CC1 | 41 | -23* | -47* | -13* | -0.4* | -49* | -55* | -70* | 1.6*
Nc1ccn([C@@H]2O[C@H](COP(=O)(O)O[C@@H]3C[C@H](n4cc(F)c(=O)[nH]c4=O)O[C@@H]3COP(=O)(O)O[C@@H]3C[C@H](n4cc(F)c(=O)[nH]c4=O)O[C@@H]3COP(=O)(O)O[C@@H]3C[C@H](n4cc(F)c(=O)[nH]c4=O)O[C@@H]3COP(=O)(O)O[C@@H]3C[C@H](n4cc(F)c(=O)[nH]c4=O)O[C@@H]3COP(=O)(O)O[C@@H]3C[C@H](n4cc(F)c(=O)[nH]c4=O)O[C@@H]3COP(=O)(O)O[C@@H]3C[C@H](n4cc(F)c(=O)[nH]c4=O)O[C@@H]3COP(=O)(O)O[C@@H]3C[C@H](n4cc(F)c(=O)[nH]c4=O)O[C@@H]3COP(=O)(O)O[C@@H]3C[C@H](n4cc(F)c(=O)[nH]c4=O)O[C@@H]3COP(=O)(O)O[C@@H]3C[C@H](n4cc(F)c(=O)[nH]c4=O)O[C@@H]3COP(=O)(O)O[C@@H]3C[C@H](n4cc(F)c(=O)[nH]c4=O)O[C@@H]3COP(=O)(O)OCCOCCOCCOCCOCCOCCO)[C@H](O)C2O)c(=O)n1 (stereo not given in full) | 73 | 64 | 32 | 84 | 39 | 90 | / | 33 | /
COc1cc(OC)c2c(c1Cl)O[C@]1(C2=O)C(OCc2ccccc2)=CC(=O)C[C@H]1C | 46 | -23* | 10 | 39 | 7.6* | 17 | 3.1* | 21 | 13
CCCCOC(=O)CCN1CCN(c2ccccc2C)CC1 | 95 | 102 | 100 | 103 | 92 | 89 | 102 | 95 | 83
COc1c2c(cc3c1c(=O)c1ccc(O)c(OC)c1n3C)OCO2 | 97 | 104 | 76 | 101 | 101 | 98 | 104 | 94 | 105
CC[n+]1ccc(Nc2ccc(NC(=O)c3ccc(Nc4cc[n+](CC)c5ccc(N)cc45)cc3)cc2)cc1 | 107 | 87 | 97 | 98 | 109 | 103 | 100 | / | 84
OCCCC1CCCCN1C(Cc1ccccc1)c1ccccc1 (stereo not given) | 108 | 99 | 77 | 111 | 100 | 100 | 98 | 104 | 103
O=C(O)/C(=C/c1ccc(O)cc1)c1ccccc1 | 100 | 103 | 112 | 99 | 95 | 84 | 99 | 94 | 97
O=C(Nc1ccc2ncnc(Nc3cccc(C(F)(F)F)c3)c2c1)c1ccccc1 | 84 | 47 | 100 | 67 | 79 | 85 | 57 | 67 | 84
Clc1ccc(/C=N/Nc2nc3ccccc3s2)cc1Cl | 101 | 97 | 100 | 104 | 98 | 108 | 82 | 96 | 107
Nc1cccc(CO)c1 | / | 97 | 100 | / | 93 | 100 | 119 | 95 | 107
COc1ccc2[nH]c(-c3ccccc3)c(C=C(C#N)C#N)c2c1 | 55 | 7.4* | 51 | 35 | -4.6* | 66 | 50 | 23 | 59
Cc1nc(C(=O)O)c(C(=O)O)[nH]1 | 100 | 122 | 93 | 102 | 111 | 104 | 102 | 109 | 97
C[C@@H]1CCC2=C(CCC[C@]2(C)C(=O)O)[C@@]1(C)CCc1ccoc1 | 86 | 101 | 99 | 109 | 99 | 112 | 100 | 99 | 90
Nc1nc2c(ncn2-c2ccccc2)c(=O)[nH]1 | 105 | 112 | 105 | 102 | 103 | 101 | 108 | 106 | 95
CC(C)=CCC[C@H](C)c1ccc(C)cc1O | 107 | 96 | 119 | 100 | 99 | 99 | 98 | 95 | 105
O=[N+]([O-])c1cccc(-c2nc3sccn3c2-c2ccnc(NCCNS(=O)(=O)c3ccc(F)cc3)n2)c1 | 69 | 65 | 108 | 47 | 54 | 118 | 56 | 74 | 61

Arranged by molar mass (lowest first): part of the list above.
SMILES | NCI-H226 | OVCAR-3 | SK-OV-3 | OVCAR-4 | NCI/ADR-RES | OVCAR-5 | IGROV1 | NCI-H23 | SN12C
OCCCC1CCCCN1C(Cc1ccccc1)c1ccccc1 (stereo not given) | 108 | 99 | 77 | 111 | 100 | 100 | 98 | 104 | 103
COc1c2c(cc3c1c(=O)c1ccc(O)c(OC)c1n3C)OCO2 | 97 | 104 | 76 | 101 | 101 | 98 | 104 | 94 | 105
O=C(Nc1ccc2ncnc(Nc3cccc(C(F)(F)F)c3)c2c1)c1ccccc1 | 84 | 47 | 100 | 67 | 79 | 85 | 57 | 67 | 84

(cont.)
SMILES | NCI-H226 | OVCAR-3 | SK-OV-3 | OVCAR-4 | NCI/ADR-RES | OVCAR-5 | IGROV1 | NCI-H23 | SN12C
O=C(NCCC1CNC2CCCCC12)C1CCN(C(=O)C2CCC(Cl)CC2)CC1 (stereo not given) | 95 | 97 | 102 | 98 | 99 | 98 | 96 | 91 | 94
O=c1[nH]cnc2ccc(Cl)cc12 | 115 | 110 | 99 | 106 | 109 | 94 | 109 | 101 | 101
Cc1ccccc1NC(=O)N/C(N)=N/c1nc2ccccc2s1 | 21 | 1.8* | 65 | 65 | 8.9* | 36 | 15 | 32 | 40
CCOc1ccc2nc(-n3c(=O)c4cccnc4n(-c4ccc(Cl)cc4)c3=O)sc2c1 | 106 | 125 | 114 | 115 | 103 | 109 | 118 | 102 | 101
Cc1c2cccnc2c(C)c2c1c1cc(O)ccc1n2C | 89 | 76 | 68 | 97 | 46 | 95 | 43 | 61 | 38
C=CCn1c2ccccc2c2c(C)c3ccncc3c(C)c21 | 68 | 83 | 89 | 82 | 65 | 91 | 65 | 75 | 75
C#CC[C@@H]1C[C@]2(C)[C@H]3CC[C@@H]4[C@H]5C(C(=C)C)CC[C@]5(C(=O)NCCCCN)CC[C@@]4(C)[C@]3(C)CC[C@H]2C(C)(C)[C@H]1OC(C)=O (stereo not given in full) | 96 | -87* | 111 | -62* | -53* | -87* | -59* | 12 | -83*
COc1ccc(Cc2nc3ccccc3s2)cc1OC | 75 | 92 | 106 | 87 | 92 | 115 | 95 | 83 | 100
COC(=O)CNC(=O)[C@H](C)NC(=O)[C@@H]1CCCN1C(=O)CNC(=O)[C@H](C)N | 105 | 106 | 108 | 94 | 105 | 106 | 107 | 107 | 106
Cc1cc(C(F)(F)F)ccc1C(=O)Nc1sc2c(c1C#N)CCC(=O)C2 | -13* | -48* | -19* | -40* | -25* | -33* | -5.4* | -28* | /
O=C(OCc1nc2nc(Cl)nc(N3CCOCC3)c2[nH]1)N1CCCCC1 | 103 | 121 | 108 | 108 | 101 | 93 | 100 | 102 | 101
O=C(Nc1nc(-c2ccc(F)cc2)nc2c1sc(=S)n2-c1ccccc1)C(F)(F)F | 93 | 94 | 86 | 27 | 79 | 96 | 90 | 86 | 86
Nc1ccccc1-c1ccc(-c2ccc(Cl)cc2)c2c1[nH]c1ccccc12 | / | 79 | 106 | 93 | 77 | 91 | 62 | 77 | 66
CCOC(=O)c1cc(-c2ccc(Br)cc2)n(C(=O)CSc2nc3sc4c(c3c(=O)n2-c2ccc(Cl)cc2)CCCC4)n1 | 109 | 130 | 113 | 106 | 119 | 122 | 108 | / | 104
Clc1ccc(CNc2nc(SCCN3CCOCC3)nc3c2cnn3CC(Cl)c2ccc(Br)cc2)cc1 (stereo not given) | 63 | 56 | 62 | 45 | 35 | 75 | 68 | 49 | 43
Brc1ccc2[nH]cc(-c3cncn3CCc3ccccc3)c2c1 | 54 | 37 | 65 | 26 | 50 | 71 | 77 | 38 | 59
CN(C)c1ccc(C2NNC(=S)N2)cc1 (stereo not given) | 103 | 104 | 103 | 82 | 101 | 99 | 100 | 95 | 101
Cc1ccc(-c2cc(-c3cc(-c4ccc(C)cc4)nc(N)n3)nc(N)n2)cc1 | 107 | 122 | 97 | 104 | 103 | 95 | 105 | 104 | 97
CCC(=O)Oc1ccc(/C(=C(/C)Cc2cccc(OC)c2)c2ccc(OCCN3CCOCC3)cc2)cc1 | 87 | 101 | 97 | 101 | 95 | 107 | 104 | 99 | 101
CC(CCN1CN(CCC(C)CC(C)(C)C)CN(CCC(C)CC(C)(C)C)C1)CC(C)(C)C (stereo not given) | 95 | 104 | 102 | 110 | 106 | 94 | 108 | 99 | 100
COc1ccc(/C=C/C(=O)c2ccc(NC(=O)CSc3nnc(-c4cc(-c5ccc(S(C)(=O)=O)cc5)nc5ccccc45)n3-c3ccccc3)cc2)cc1 | 101 | 111 | 113 | 109 | 98 | 108 | 98 | 98 | 104
NC(=O)c1[nH]ncc1NCc1ccccn1 | / | 113 | 112 | 114 | 109 | 102 | 120 | 104 | 106
CC(=O)c1c(C)cc(C)c(C)c1C | 103 | 105 | 123 | 117 | 121 | 103 | / | 110 | 110
Cc1cc(C)nc(SC2=C(Nc3cc(Cl)ccc3O)C(=O)N(Cc3ccccc3)C2=O)n1 | 85[30 µM] | 88[30 µM] | 103[30 µM] | 71[30 µM] | 75[30 µM] | 123[30 µM] | 84[30 µM] | 91[30 µM] | 92[30 µM]
COc1cc(NC(=O)CSc2nnc(-c3ccc4nc(-c5ccccc5)[nH]c4c3)o2)cc(OC)c1OC | 85 | 96 | 127 | 106 | 109 | 121 | 97 | 85 | 96
O=C(N/C(=C/c1cc2cc(Cl)ccc2nc1Cl)c1nc2ccccc2[nH]1)c1ccccc1 | 110 | 126 | 104 | 107 | 105 | 109 | 102 | 106 | 99
CN(C)c1ccc(/C=N/NC(=O)c2ccc(S(C)(=O)=O)cc2)cc1 | 95 | 104 | 94 | 111 | 105 | 116 | 110 | 102 | 103
COC(=O)CC(O)c1ccccc1 (stereo not given) | 106 | 95 | 111 | 95 | 104 | 102 | 91 | 101 | 111
COc1ccc(CCNC(=O)c2onc(-c3ccccc3)c2-c2cc(OC)c3c(c2OC)OCO3)cc1OC | 81 | 96 | 107 | 93 | 92 | 98 | 104 | 98 | 91
CN(C)[C@@H]1C(=O)C(C(=O)NCN2CCCCC2)=C(O)[C@@]2(O)C(=O)C3=C(O)c4c(O)cccc4[C@@](C)(O)[C@H]3C[C@@H]12 | 104 | 113 | 124 | 101 | 101 | 102 | 98 | 97 | 96
CCOC(=O)c1c[nH]c2ccc([N+](=O)[O-])cc2c1=O | 113 | 104 | 105 | 105 | 98 | 102 | 109 | 102 | 98
Cc1[nH]c(C2CC(c3ccc(C(F)(F)F)c(F)c3)=NN2C(=O)C2CCC2)c(C)c1C(=O)NCC(F)(F)F (stereo not given) | 81 | 88 | 99 | 84 | 78 | 86 | 74 | 75 | 77
O=C(O)c1ccc(-n2cc(C(c3oc(CO)cc(=O)c3O)c3oc(CO)cc(=O)c3O)c(-c3ccc(Cl)cc3)n2)cc1 | 103 | 105 | 106 | 102 | 100 | 105 | 105 | / | 102

3 entries from above, with two lines to a compound.
Every second line gives: NCI-H226 | OVCAR-3 | SK-OV-3 | OVCAR-4 | NCI/ADR-RES | OVCAR-5 | IGROV1 | NCI-H23 | SN12C
CCC(=O)Oc1ccc(/C(=C(/C)Cc2cccc(OC)c2)c2ccc(OCCN3CCOCC3)cc2)cc1
 : 87 | 101 | 97 | 101 | 95 | 107 | 104 | 99 | 101
CC(CCN1CN(CCC(C)CC(C)(C)C)CN(CCC(C)CC(C)(C)C)C1)CC(C)(C)C (stereo not given)
 : 95 | 104 | 102 | 110 | 106 | 94 | 108 | 99 | 100
COc1ccc(/C=C/C(=O)c2ccc(NC(=O)CSc3nnc(-c4cc(-c5ccc(S(C)(=O)=O)cc5)nc5ccccc45)n3-c3ccccc3)cc2)cc1
 : 101 | 111 | 113 | 109 | 98 | 108 | 98 | 98 | 104

Not a hit list; any-hit rate near 9.4%.
